Compound activity deposited in PubChem BioAssay by Sanford-Burnham Center for Chemical Genomics.
PfG6PD inh: PfG6PD (Plasmodium falciparum) enzyme inhibition | PfGluPho enzyme, NADPH resazurin-diaphorase fluorescence | inhibition, % at 20 µM | 350,000 compounds, 0.78% hits | AID 504690;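 active = inhibition reaching at least a set limit at 20 µM in the primary screen, cut at about 59% in these data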;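 also: 0% = DMSO wells with substrate and 100% = DMSO wells lacking glucose-6-phosphate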
SENP7 inh: inhibitors of human SENP7 protease; 330,000 compounds, 1.5% hits; inhibition, % at 5 µM; Q9BQF6; recombinant SENP7, Z-RLRGG-aminoluciferin luminescence, 40 min; AID 434973;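 active = inhibition above about 50% at the single test dose, limit read from the data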;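 also: plate controls were DMSO with enzyme for no effect and no enzyme buffer wells for full effect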
Target sequence (Q9BQF6 706-1050 limits assumed): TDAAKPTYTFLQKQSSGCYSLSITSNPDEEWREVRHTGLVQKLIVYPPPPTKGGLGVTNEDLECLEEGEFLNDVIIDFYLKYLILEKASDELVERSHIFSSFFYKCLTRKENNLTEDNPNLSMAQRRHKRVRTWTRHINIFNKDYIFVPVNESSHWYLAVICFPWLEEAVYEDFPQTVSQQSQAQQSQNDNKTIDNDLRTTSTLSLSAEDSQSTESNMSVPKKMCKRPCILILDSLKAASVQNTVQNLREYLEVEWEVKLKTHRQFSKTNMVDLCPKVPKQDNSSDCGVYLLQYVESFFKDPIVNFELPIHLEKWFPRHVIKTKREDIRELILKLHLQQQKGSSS
SENP6 block: blocks the human protease SENP6. Q9GZR1. AID 2599. Recombinant SENP6 catalytic domain, aminoluciferin luminescence. 330,000 compounds, 1.8% hits. inhibition, % at 10 µM;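 active = inhibition above about 50% at the single tested dose, limit read from the data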;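 also: plate controls were DMSO wells with enzyme for no effect and DMSO wells lacking enzyme for full effect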
HKDC1 inh: inhibitors of human hexokinase HKDC1; Q2TB90; recombinant HKDC1, G6PDH/diaphorase resazurin coupled fluorescence; inhibition, % at 20 µM; 340,000 compounds, 0.16% hits; AID 493160;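 active = inhibition above about 35% when tested at 20 µM, limit read from the data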;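 also: plate controls were DMSO wells with enzyme for no effect and DMSO wells lacking enzyme for full effect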
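Test system: recombinant HKDC1 (HK5) hexokinase enzyme, produced in-house; Amount: enzyme 5 µg/mL final; Buffer or medium: Tris pH 8.0 buffer with MgCl2, Tween-20, BSA, BME; Reagent: glucose and ATP substrates; Doses: 20 µM test compound, 1% DMSO; Incubation: 90 min reaction incubation at room temperature, dark; Detection: resorufin fluorescence at 613 nm.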
SENP8 block-1: inhibitors of human SENP8 protease | Q96LD8 | purified SENP8, Z-RLRGG-aminoluciferin cleavage, luminescence | inhibition, % at 10 µM | 330,000 compounds, 1.2% hits | AID 2540; in the data active = inhibition above about 50%
Target sequence (Q96LD8 whole entry, looked up): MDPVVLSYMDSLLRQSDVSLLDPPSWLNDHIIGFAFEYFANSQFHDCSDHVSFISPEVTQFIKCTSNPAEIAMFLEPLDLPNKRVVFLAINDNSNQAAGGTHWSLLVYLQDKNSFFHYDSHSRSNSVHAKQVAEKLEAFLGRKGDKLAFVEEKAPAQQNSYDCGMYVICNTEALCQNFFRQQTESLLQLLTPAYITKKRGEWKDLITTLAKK
SENP8 block-2: SENP8 (human) protease inhibition; AID 602440; Q96LD8; inhibition, % at 20 µM; recombinant SENP8, Nedd8 substrate fluorescence; 360,000 compounds, 0.64% hits; in the data active = inhibition mostly above about 40%, no sharp cut-off; inactive = mostly below about 27%
SENP1 inh: inhibitors of human SENP1 SUMO protease catalytic domain | recombinant SENP1 catalytic domain, CyPet-SUMO1-YPet FRET cleavage | inhibition, % at 10 µM | 360,000 compounds, 0.21% hits | AID 624204;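 active = inhibition at least 30% at 10 µM, raw YFP signal under a set limit, fluorescence ratio 0.5 to 1.5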;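 also: 0% = enzyme with DMSO and 100% = no enzyme wells; some results filed as inactive read as strong as hits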
Target sequence (Q9P0U3 419-644 limits assumed): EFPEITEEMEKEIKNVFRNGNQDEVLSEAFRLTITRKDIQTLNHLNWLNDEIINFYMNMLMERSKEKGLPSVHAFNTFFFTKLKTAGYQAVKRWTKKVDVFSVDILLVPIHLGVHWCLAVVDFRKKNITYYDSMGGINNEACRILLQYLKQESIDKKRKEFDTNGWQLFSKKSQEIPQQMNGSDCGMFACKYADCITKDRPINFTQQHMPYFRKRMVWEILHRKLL
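System: Recombinant human SENP1 catalytic domain, His6-tagged | Incubation: Enzyme reaction for 50 min at room temperature, dark | Medium: Tris pH 8 with BME, BSA, NP40 and catalase | Also added: 25 nM SUMO1 FRET substrate | Compound: 10 µM single point, 0.5% DMSO | Measured by: FRET fluorescence in CFP and YFP emission channels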
Apaf1 inhib: blocks human Apaf-1 apoptosome activity; reconstituted apoptosome caspase-3 activity, DEVD-Rh110 fluorescence; inhibition, % at 20 µM; 330,000 compounds, 0.71% hits; active = inhibition of at least 40% at 20 µM;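 also: plate controls were DMSO wells for no effect and DEVD-CHO caspase inhibitor wells for full effect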
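System: reconstituted apoptosome with Apaf-1, cytochrome c, caspase-9, procaspase-3, dATP; Signal: Rh110 fluorescence intensity; Schedule: 30 min compound preincubation, 50 min activation, room temperature; Reagent: cytochrome c trigger plus (Z-DEVD)2-Rh110 caspase-3 substrate.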
* marks the source's active call; other numbers are inactive results; / = not tested or not shown.

SMILES | PfG6PD inh | SENP7 inh | SENP6 block | HKDC1 inh | SENP8 block-1 | SENP8 block-2 | SENP1 inh | Apaf1 inhib
O=C(CN1C(=O)COc2ccccc21)N1CCc2ccccc21 | -3 | -1 | -18 | 0 | 0 | 23 | 2 | 6
CC(=O)Nc1nc(C2CC2)cc(-c2ccccc2)c1C#N | 24 | -2 | 14 | -7 | 7 | 1 | -2 | -4
O=C(Cn1cnc2ccccc2c1=O)Nc1ccc2c(c1)CCC2 | -6 | -1 | -4 | -8 | -3 | -3 | 1 | -10
Cc1nn(C(C)(C)C)c(N)c1-c1ccccc1 | -2 | -9 | -4 | -8 | -5 | 13 | 0 | 3
C=CCN(c1ccc(C(=O)Nc2ccc3c(c2)n(C)c(=O)n3C)cc1)S(C)(=O)=O | -9 | -7 | 1 | 3 | -10 | -4 | -2 | 4
CN1C(=O)C(CC(=O)Nc2ccc(F)cc2)N(Cc2cccs2)C1=S (stereo not drawn) | 1 | 9 | -18 | -4 | 4 | 14 | 1 | 3
CCN(c1ccccc1)S(=O)(=O)c1ccc(Cl)c(NC(=O)CN(C)Cc2cccc(F)c2)c1 | 16 | / | / | -2 | / | -2 | -1 | /
N/C(COc1cccc(Cl)c1)=N\O | -7 | 2 | -1 | -2 | 3 | 32 | -2 | -29
CCC(C)NC(=O)CNC(=O)c1nn(-c2ccc(OC)cc2OC)c(=O)c2ccccc12 (stereo not drawn) | 1 | -7 | -3 | -5 | -15 | -7 | 0 | 3
O=C(CCNC(=O)c1ccc([N+](=O)[O-])cc1)NNC(=O)c1ccncc1 | -17 | -2 | -12 | -6 | -7 | 19 | 2 | 0
COc1ccnc2c1c(=O)n(Cc1ccc(Cl)cc1)c(=O)n2C | -21 | 12 | 7 | -4 | -2 | -4 | -5 | 11
N#CC1=C(N)OC2=C(CCc3ccccc32)C1c1ccccc1Cl (stereo not drawn) | 18 | 9 | 16 | -10 | 2 | -277 | -70 | 9
CS(=O)(=O)N(CC(=O)NCCSCc1ccccc1)c1ccccc1F | 11 | -2 | -9 | -7 | -6 | 12 | 2 | 0
Cc1cc2nc(/C(C#N)=C/c3ccncc3)[nH]c2cc1C | 4 | 2 | -8 | 0 | -3 | -325 | -32 | 10
O=C1CC(O)(C(F)(F)F)Oc2c1ccc1ccccc21 (stereo not drawn) | -8 | 54* | 82* | 12 | 77* | -270 | -4 | 0
O=C(Nc1cccc2ccccc12)c1cn(-c2ccccc2)nc1-c1cccs1 | -8 | -1 | 1 | -1 | 0 | 0 | -1 | 8
COCCCNC(=S)N/N=C/c1ccc(O)cc1O | -6 | 4 | 7 | -39 | 4 | -16 | 7 | -16
Cc1ccc(S(=O)(=O)/N=S(\C)C(C)C)cc1 (stereo not drawn) | -11 | -7 | -13 | -16 | -8 | 18 | 1 | -10
COc1cc2nc(COc3ccc(C#N)cc3)n(CC#N)c(=O)c2cc1OC | 1 | 3 | -8 | -6 | -3 | 7 | 0 | -4
CC(=O)Cn1ncc(N2CCCCC2)c(Cl)c1=O | 2 | 1 | -2 | -14 | -2 | 18 | 0 | -2
CC12C=CC3(O1)C(C(=O)N1CCCOC13)C2C(=O)O (stereo not drawn) | 4 | -5 | 1 | -8 | -12 | 14 | 3 | 2
C[n+]1ccccc1/C=C/c1ccccc1Cl | 14 | 0 | 9 | 0 | 0 | -15 | -2 | 0
Cc1cccc(C2=NN(c3ccccc3)[C@H](CO)[C@H]2c2ccc(F)cc2)c1 | 30 | 10 | / | 5 | / | -397 | -26 | 26
Cc1occc1-c1nnc(SCC(=O)Nc2ccccc2N2CCCCC2)n1C | -17 | -9 | -18 | -3 | -6 | 12 | 1 | 20
COc1ccc(CN2CCN(c3ccc(F)cc3)CC2)c(OC)c1OC | -8 | -4 | -15 | -8 | -11 | 3 | 1 | -6

The list goes on, overlapping the part above by four compounds.
SMILES | PfG6PD inh | SENP7 inh | SENP6 block | HKDC1 inh | SENP8 block-1 | SENP8 block-2 | SENP1 inh | Apaf1 inhib
C[n+]1ccccc1/C=C/c1ccccc1Cl | 14 | 0 | 9 | 0 | 0 | -15 | -2 | 0
Cc1cccc(C2=NN(c3ccccc3)[C@H](CO)[C@H]2c2ccc(F)cc2)c1 | 30 | 10 | / | 5 | / | -397 | -26 | 26
Cc1occc1-c1nnc(SCC(=O)Nc2ccccc2N2CCCCC2)n1C | -17 | -9 | -18 | -3 | -6 | 12 | 1 | 20
COc1ccc(CN2CCN(c3ccc(F)cc3)CC2)c(OC)c1OC | -8 | -4 | -15 | -8 | -11 | 3 | 1 | -6
CCOC(Cn1cc(C)c(=O)[nH]c1=O)OCC | -12 | -4 | -9 | 3 | -5 | 6 | 0 | -5
C=CCn1c(SCC(=O)N(CCOC)c2c(N)n(CC(C)C)c(=O)[nH]c2=O)nc2ccccc21 | -2 | 8 | -15 | -3 | -13 | 8 | -2 | 0
O=C(COC(=O)c1cncc(Br)c1)NCc1ccco1 | 1 | -9 | -11 | 23 | -6 | 20 | -6 | 6
Cc1ccc2nc(Cl)c(/C=N/Nc3nc(C)cc(C)n3)c(=O)n2c1 | -5 | 1 | -9 | -2 | 1 | -295 | -30 | 0
COc1ccc(N2CCN(CC(=O)NCc3ccccc3)CC2)cc1 | 6 | -2 | -4 | -9 | 5 | -3 | 2 | 2
Cc1ccc(-n2cc3ccc([N+](=O)[O-])cc3n2)cc1 | 25 | 88* | 87* | 0 | 69* | 32 | 1 | 2
O=C(Nc1cccc(Cl)c1)N1CCN(c2ncccn2)CC1 | -13 | 8 | 13 | 3 | -2 | -3 | 2 | -4
Cc1ccc(S(=O)(=O)NCCNc2ccc(Br)c(C)c2)cc1 | 0 | 7 | -11 | 1 | 5 | 8 | 2 | 1
Cc1cc(C)cc(N(CC(=O)NC(C)(C)C)C(=O)CNC(=O)c2cccs2)c1 | -14 | -2 | 6 | -13 | 7 | 8 | 4 | -1
CCC(C)Nc1nc(OCC(F)(F)F)nc(OCC(F)(F)F)n1 (stereo not drawn) | 3 | 0 | -4 | -2 | -8 | 6 | 2 | -2
O=S(=O)(NCCO)c1cccc2cccnc12 | -8 | -3 | -6 | -2 | 4 | 1 | -1 | -2
CC(=O)c1c(C)[nH]c(C(=O)OCC(=O)Nc2c(C)cccc2C)c1C | 9 | 4 | 0 | -2 | 0 | 12 | 0 | 0
CC1(CC(=O)N/N=C/c2ccc(OCc3ccc(Cl)cc3Cl)cc2)OCCCO1 | 11 | -18 | -24 | 5 | -13 | 11 | -1 | 26
COc1ccc(OCc2cc(C(=O)N3CCCN(C(C)=O)CC3)no2)c(Cl)c1 | 25 | 8 | -2 | -1 | -8 | 2 | 3 | 5
COC(=O)C1=C(C)NC(=S)NC1c1ccc(OCC(=O)N2CC(C)OC(C)C2)c(OC)c1 (stereo not drawn) | 2 | 5 | 5 | -8 | -5 | 3 | 0 | -5
CCOCCCNC(=O)C1CCN(S(=O)(=O)N(CC(C)C)CC(C)C)CC1 | -3 | -2 | -6 | -9 | -5 | 4 | 1 | -11
CCN(CC(=O)Nc1c(F)cccc1F)C(=O)c1ccc(N2CCCC2)c([N+](=O)[O-])c1 | -20 | 7 | -15 | 2 | 4 | 13 | -1 | 7
C[C@H](NC(=O)c1ccc(C(C)(C)C)cc1)C(=O)N1CCC2(CC1)NCCc1[nH]cnc12 | 1 | 12 | -4 | -2 | -12 | 8 | -1 | -1
COC(=O)c1ccc(C)cc1 | -14 | 2 | 3 | 0 | 12 | 29 | 5 | -3
COc1ccc(-c2noc(CCC(=O)NCCCN3CCN(c4ccccc4F)CC3)n2)cc1 | -8 | -6 | -4 | 0 | 4 | 9 | 1 | 5
Cc1ccc(S(=O)(=O)N2CCC(NC(=O)c3cccc(F)c3)CC2)cc1 | -18 | -1 | 8 | -4 | 2 | 16 | 0 | -5
CCN(CC)S(=O)(=O)c1ccc(C(=O)NCc2ccc3[nH]c4c(c3c2)CCCC4)cc1 | 34 | -4 | -4 | 8 | 7 | -38 | -71 | 9
COc1ccc(C(=O)N/C(=C\c2ccccc2)C(=O)N2CCOCC2)cc1 | -4 | -7 | 2 | -1 | -2 | 2 | 1 | -2
CCOC(=O)c1c(-c2ccc(C)cc2)csc1NC(=O)c1cc2ccccc2oc1=O | -15 | 4 | 0 | 7 | -4 | 17 | 3 | 1
Cc1cc(C)n2c(=S)[nH]nc2n1 | 71* | 3 | -9 | -2 | 5 | 6 | 5 | -3

Remaining list, next part.
SMILES | PfG6PD inh | SENP7 inh | SENP6 block | HKDC1 inh | SENP8 block-1 | SENP8 block-2 | SENP1 inh | Apaf1 inhib
COc1ccc(NC(=O)CCS(=O)(=O)c2cccc3nonc23)cc1 | -13 | 2 | -3 | 0 | 1 | 18 | 2 | -18
COc1ccc(CCNC(=O)CN(c2ccccc2OC)S(C)(=O)=O)cc1OC | 12 | 6 | 7 | -8 | -2 | 8 | 2 | -12
Cc1ccc(S(=O)(=O)NC2CCSC2=O)cc1C (stereo not drawn) | -3 | -2 | 0 | -6 | -4 | 2 | 1 | 3
COc1ccc(CCNCc2cc3ccc(C)cc3[nH]c2=O)cc1OC | 3 | 2 | 13 | -5 | -4 | -20 | -2 | 1
O=C(NCc1ccccc1C(F)(F)F)C1CC(c2ccccc2[N+](=O)[O-])=NO1 (stereo not drawn) | 11 | -2 | -4 | 2 | -4 | -2 | 0 | 3
Cc1ccccc1CS(=O)(=O)c1nnc([C@H](CC(C)C)NC(=O)OC(C)(C)C)o1 | 13 | -5 | 4 | -16 | 2 | 14 | 1 | 0

2 of these compounds, set out differently:
> O=C(NCc1ccccc1C(F)(F)F)C1CC(c2ccccc2[N+](=O)[O-])=NO1 (stereo not drawn)
  PfG6PD inh: 11; SENP7 inh: -2; SENP6 block: -4; HKDC1 inh: 2; SENP8 block-1: -4; SENP8 block-2: -2; SENP1 inh: 0; Apaf1 inhib: 3

> Cc1ccc(S(=O)(=O)NC2CCSC2=O)cc1C (stereo not drawn)
  PfG6PD inh: -3; SENP7 inh: -2; SENP6 block: 0; HKDC1 inh: -6; SENP8 block-1: -4; SENP8 block-2: 2; SENP1 inh: 1; Apaf1 inhib: 3
